D1 potentiator = enhances dopamine response at the human D1 receptor; HEK293 TREx D1 cells, calcium flux, dopamine EC20 potentiation; potentiation, % at 10 µM; actives 0.036% (n = 360,000); AID 504651; in the data active = potentiation above about 30%; also: 0% is about no effect
D1 antag = human D1 dopamine receptor antagonism | P21728 | HEK293 TREx D1 cells, calcium flux, dopamine EC80; active compounds read low | activity change, negative = inhibition, % at 10 µM | actives 3.2% (n = 360,000) | AID 504652; in the data active = activity change below about -30%; also: % is scaled to controls: 0 for no effect and ±100 for the full control effect
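Inducible Hek293 Trex D1 cells (tetracycline, overnight, 30 C). Calcium dye 30–90 min RT. Antagonist mode: EC80 dopamine added after 180 s compound read.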
RXFP1 antag = antagonists of human relaxin receptor RXFP1 | Q9HBX9 | HEK293-RXFP1, relaxin-stimulated cAMP HTRF, 30 min; active compounds read low | activity change, negative = inhibition, % at 57.5 µM | actives 0.59% (n = 350,000);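 active = activity change of -60% or lower, but not beyond a set lower limit; inconclusive = change between -60% and -40%, or beyond the set limit; inactive = change above -40%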; also: % is scaled to controls: 0 for no effect and ±100 for the full control effect
TRHR agonist = agonists of human TRH receptor | P34981 | activation, % at 2 µM | TRHR cells, calcium flux fluo-8, FDSS agonist mode | actives 0.18% (n = 360,000); also: 0% is about no effect
Target sequence (P34981 whole entry, looked up): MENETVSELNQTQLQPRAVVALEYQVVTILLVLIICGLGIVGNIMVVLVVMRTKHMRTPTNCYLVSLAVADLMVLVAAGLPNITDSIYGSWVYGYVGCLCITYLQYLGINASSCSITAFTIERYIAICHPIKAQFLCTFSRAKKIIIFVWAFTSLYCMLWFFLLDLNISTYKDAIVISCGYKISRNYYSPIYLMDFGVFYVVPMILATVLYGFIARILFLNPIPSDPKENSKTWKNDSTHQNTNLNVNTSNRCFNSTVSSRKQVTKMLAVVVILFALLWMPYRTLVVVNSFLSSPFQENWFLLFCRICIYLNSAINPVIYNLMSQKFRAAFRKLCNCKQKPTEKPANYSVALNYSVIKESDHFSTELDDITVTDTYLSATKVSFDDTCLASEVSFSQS
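TRHR-expressing cells, plated overnight in medium with 10% serum, were loaded with fluo-8 calcium dye at room temperature. After a 10 s baseline, library compound was pin-added and calcium release was recorded kinetically (ex 480/em 530) as agonist response.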
D2 ag = D2 dopamine receptor (human) agonism; actives 0.53% (n = 340,000); P14416; HEK293 T-REx D2 cells, calcium flux agonist mode; activation, % at 2 µM;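 active = activation over 3 SD above normal in the single-dose calcium agonist read, cut at about 30% in these data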; also: 0% is about no effect
Target sequence (P14416 whole entry, looked up): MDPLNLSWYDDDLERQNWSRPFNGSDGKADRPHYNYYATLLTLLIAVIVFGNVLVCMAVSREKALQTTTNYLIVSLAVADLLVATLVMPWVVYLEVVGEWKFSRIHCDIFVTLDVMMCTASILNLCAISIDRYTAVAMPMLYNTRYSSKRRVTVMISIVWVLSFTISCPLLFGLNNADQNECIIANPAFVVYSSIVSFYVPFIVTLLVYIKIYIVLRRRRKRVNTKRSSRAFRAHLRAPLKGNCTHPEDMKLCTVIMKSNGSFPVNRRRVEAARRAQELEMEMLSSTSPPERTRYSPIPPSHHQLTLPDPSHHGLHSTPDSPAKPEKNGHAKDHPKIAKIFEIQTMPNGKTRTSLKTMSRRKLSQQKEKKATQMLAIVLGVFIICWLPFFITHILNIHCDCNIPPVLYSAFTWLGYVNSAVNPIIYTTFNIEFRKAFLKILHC
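Agonism scored from kinetic calcium signal (1 read/sec, 180 s) following compound pin transfer, after a 10 s baseline. Cells: HEK293 Trex line expressing inducible D2 receptor coupled to calcium, dye-loaded after overnight culture at 30 C.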
D1 ag = activates the human D1 dopamine receptor. P21728. actives 1% (n = 360,000). activation, % at 2 µM. HEK293 T-REx D1 cells, calcium flux, agonist mode; also: 0% is about no effect
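Inducible HEK293 T-REx D1 cells, force-coupled to calcium signalling, were plated at 4000 cells/well with tetracycline and held overnight at 30 C. After no-wash calcium dye loading, compound-evoked calcium rise over 180 s flagged agonists.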
TRHR PAM = TRH receptor (human) allosteric enhancement. TRHR cells, fluo-8 calcium fluorescence, EC20 TRH enhancement. enhancement, % at 2 µM. actives 0.66% (n = 360,000). AID 493056; in the data active = enhancement above about 30%; also: 0% is about no effect
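TRHR-expressing cells loaded with fluo-8 calcium dye were read kinetically (ex 480/em 530) during compound addition, then stimulated with an EC20 of TRH (10 nM final). Enhancement of the Gq-mediated intracellular calcium response was scored.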
D2 potentiator = D2 dopamine receptor (human) potentiation. P14416. HEK293 T-REx D2, calcium flux, EC20 dopamine potentiation. potentiation, % at 10 µM. actives 0.34% (n = 340,000). AID 485347;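 active = potentiation over 3 SD above the plate norm, cut at about 30% in these data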; also: 0% is about no effect
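Primary screen. Calcium kinetics in induced HEK293 T-REx D2 cells: compound pre-addition 180 s, EC20 dopamine, 180 s more.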
D2 antagonist = antagonists of human D2 dopamine receptor | P14416 | HEK293 TREx D2 cells, calcium flux, dopamine EC80 | inhibition, % at 10 µM | actives 2% (n = 340,000) | AID 485344; in the data active = inhibition above about 30%; also: 0% is about no effect
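Antagonism is scored as inhibition of an EC80 dopamine-evoked calcium signal in a force-coupled, tetracycline-inducible HEK293 T-REx D2 line, with compound present 180 s before agonist.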
Starred values were filed as active, the others as inactive; ? = inconclusive; . = not tested or not shown. Rule as the data show it, unless noted: active = activation above about 30%; inactive = the rest.

SMILES	D1 potentiator	D1 antag	RXFP1 antag	TRHR agonist	D2 ag	D1 ag	TRHR PAM	D2 potentiator	D2 antagonist
CC(=O)NCC1CCCN(C(=O)c2ccc(OC3CCN(Cc4ccccn4)CC3)cc2)C1 (stereo not drawn)	8	31	2	0.7	1.1	2	3	8	8
Cc1ccc2nc(NC(=O)C3CCN(S(=O)(=O)c4cnc[nH]4)CC3)sc2c1	6	14	.	0.0	-1.0	0	3	5	20
Cc1noc(C)c1COc1ccc(C(=O)N2CCN(S(=O)(=O)c3ccc(Cl)cc3)CC2)cc1	6	-17	-6	-0.3	0.6	2	5	-2	-1
COC(=O)c1ccc(NC(=O)CS(=O)(=O)c2ccccc2)cc1	-3	-9	-1	-0.3	0.2	1	15	5	4
Cc1cccn2c(=O)c(C=O)c(N3CCSCC3)nc12	3	1	-6	-0.7	0.0	2	-3	-4	3
CCOC(=O)CCNC(=O)N1CCCC(C(=O)c2cc(C)c(OC)c(C)c2)C1 (stereo not drawn)	-6	1	7	0.0	0.0	-3	-1	6	-3
CCN(CC)c1ccc(S(=O)(=O)N2CCOCC2)cc1NC(=O)COC(=O)c1ccco1	-5	-13	-14	-0.3	0.0	1	-3	-5	11
COc1ccccc1NC(=O)Nc1nc(CC(=O)Nc2cc(F)ccc2F)cs1	1	-12	?	0.0	0.1	4	7	-5	14
Cc1ccc2ncc(C(=O)c3ccc(C)c(C)c3)c(S(=O)(=O)c3ccccc3)c2c1	-3	11	-20	0.3	0.0	3	-6	-2	.
Cc1cc(C)n(-c2cc(N3CCN(S(=O)(=O)c4ccc(Cl)cc4)CC3)ccc2[N+](=O)[O-])n1	-6	7	-10	-0.6	0.2	4	-1	-5	5
Cn1cccc1CC(=O)N/N=C\c1ccccc1	-2	-8	-16	0.2	1.8	3	-5	-11	5
COc1ccccc1NC(=O)C(NC(=O)c1ccc(C)cc1)c1ccccc1 (stereo not drawn)	-5	6	-3	0.0	0.0	2	-10	2	5
COC(=O)C(NC(=O)c1ccccc1)(Nc1cc(C)cc(C)n1)C(F)(F)F (stereo not drawn)	-8	30	5	0.3	-0.8	2	-1	13	10
Cc1cnc(C(=O)N2CCc3c([nH]c4ccccc34)C2c2ccc(F)cc2)cn1 (stereo not drawn)	18	31	-12	-0.8	-0.8	2	3	9	-9
COc1ccc(C)cc1NC(=O)C(OC(=O)CNC(=O)c1ccc(Br)cc1)c1ccccc1 (stereo not drawn)	-4	-6	-16	0.1	0.3	4	-4	-10	-8
CN1C(=O)C2(C(C#N)=C(N)N(c3ccc(Cl)cc3)C3=C2C(=O)CC(C)(C)C3)c2ccccc21 (stereo not drawn)	-3	-10	8	1.2	0.3	3	-3	-5	-5
CNc1nnc(SCC(=O)N2c3ccccc3NC(=O)CC2C)s1 (stereo not drawn)	5	-2	0	-0.1	-1.1	7	10	-11	-18
CCn1cc(CN2CCC(C(=O)Nc3cccc(-c4cccc(Cl)c4)c3)CC2)cn1	-15	-39*	-2	1.6	1.5	11	5	-23	6
CCOc1ccc(CCNS(=O)(=O)c2cccc3nsnc23)cc1OCC	9	1	-9	-0.4	-0.6	1	-3	-5	9
COc1ccc(C(N)=O)cc1N	-4	-23	-1	0.8	0.0	2	0	0	6
Cc1ccc(C(=O)CC(=O)COc2ccc(Cl)cc2)cc1	1	7	?	1.5	2.0	5	-2	-8	-4
CCOc1ccc(CCNC(=O)c2ccc(Cl)c(S(=O)(=O)N3CCOCC3)c2)cc1OCC	-4	1	-19	-0.5	0.4	2	-3	-2	0
CS(=O)(=O)c1cccc(NC(=O)C2CCCN2S(=O)(=O)c2ccc(F)cc2)c1 (stereo not drawn)	-8	-17	7	0.2	-0.3	2	0	-4	13
COc1cc(CCC(=O)Nc2cc(Cl)ccc2N2CCN(C)CC2)cc(OC)c1OC	2	-15	7	7.5	0.0	17	-5	-12	5
Cc1cc2oc(C(=O)Nc3sc4c(c3C(=O)NCC3CCCO3)CCCC4)cc(=O)c2cc1C (stereo not drawn)	-3	-26	-16	1.0	0.0	2	-4	8	.

Continuation.
SMILES	D1 potentiator	D1 antag	RXFP1 antag	TRHR agonist	D2 ag	D1 ag	TRHR PAM	D2 potentiator	D2 antagonist
O=C(NC(=O)N1CCN(c2ccccc2)CC1)c1ccc(Cl)cc1	1	-10	29	0.5	20	1	0	-9	-32
Cc1c(C(=O)NCc2ccc(Cl)cc2)oc2ccc3c(c12)C(=O)CC(C)(C)O3	-2	19	-11	0.8	0.4	4	-1	7	.
Cc1cccc(C)c1-n1c(=O)n(Cc2ccccc2)c(=O)c2[nH]cnc21	-2	-2	-2	-0.7	0.2	1	0	7	6
COCCCNC(=S)N/N=C/c1ccc(O)cc1	-6	-8	0	-0.5	0.0	3	2	2	14
CC(C)n1c(NCc2cccs2)nc2ccccc21	3	-5	5	-1.4	-0.3	1	8	0	-8
CCn1c(CNC(=O)COc2ccc(C(C)C)cc2)nnc1SCC(=O)Nc1ccc(F)cc1	-2	-3	-17	-0.5	-1.0	3	-5	-10	12
Cc1cc(C(=O)N/N=C/c2ccc3ccccc3c2)n[nH]1	2	3	4	-0.9	0.3	1	-1	13	-4
CCCS(=O)(=O)c1ncc(Cl)c(C(=O)N2CCN(c3ccc(OC)cc3)CC2)n1	-3	-6	?	0.0	-0.5	0	3	0	.
O=C(O)Cn1ccc2ccccc21	-6	-1	0	0.6	1.5	0	5	9	6
Nc1nc(CSC(=S)N2CCN(c3ccccc3)CC2)nc(Nc2ccccc2)n1	-4	7	.	-0.3	-2.2	4	4	12	-3
Cc1ccc(S(=O)(=O)N2CCOCC2)cc1NC(=O)CN1CCC(Cc2ccccc2)CC1	-8	0	2	0.0	0.3	11	0	-9	-12
Cc1ccc(C)c(Nc2ccc3nonc3c2[N+](=O)[O-])c1	-6	-11	1	-1.0	-0.5	5	2	-3	-5
CCCN1CCC2(CC1)NC(C(=O)O)Cc1c2[nH]c2ccccc12 (stereo not drawn)	3	-4	0	-0.8	0.5	8	8	21	-8
CC1Cn2c(nnc2-c2cccc(Cl)c2)S1 (stereo not drawn)	0	5	4	-0.7	0.3	0	-3	4	5
Cc1ccc(NC(=O)CCC(=O)c2cccs2)c(O)c1	-10	-7	-1	1.1	0.7	3	-1	14	-4
COc1ccc(C2C=C(c3ccc(C)cc3)Nc3ncnn32)cc1 (stereo not drawn)	-1	4	10	-0.6	-1.3	-1	10	5	-11
C=CCN1C(=S)N[C@@H]2CS(=O)(=O)C[C@@H]21	-1	18	4	0.4	0.1	1	3	-5	-10
COc1ccc(N2CCN(C(=O)Cn3c(=O)[nH]c4ccccc4c3=O)CC2)cc1	-2	6	.	0.4	0.5	3	1	1	-5
COc1ccc(NC(=O)CSc2nnnn2Cc2ccccc2)cc1	-1	22	-4	-0.7	-0.7	7	-6	6	5
O=C(NCCSCc1c(F)cccc1Cl)Nc1ccccc1	-5	-24	2	-0.3	1.0	7	-3	-3	18
Cc1[nH]c2ccccc2c1C(=O)C(=O)NCc1cccs1	-1	-2	-32	0.4	0.1	1	6	-1	-3
COc1cccc(-c2csc(-c3c(N)c(C(=O)c4ccc5c(c4)OCO5)n4ccccc34)n2)c1	-3	-12	1	1.7	0.2	11	-2	.	.
C=CCn1c(SCC(=O)Nc2ccc3c(c2)OCO3)nnc1-c1ccccc1O	2	-23	19	0.1	-2.6	7	7	-3	12
N#CCCN(C(=O)COC(=O)C1=COCCO1)c1ccc(F)cc1	-6	23	2	0.0	-0.2	0	17	2	-6
Cc1nc(-c2ccc(F)cc2)sc1CCNC(=O)c1ccc(OC(C)C)cc1	-1	-4	-19	-0.4	-0.4	3	-6	-1	.

Next compounds follow:
SMILES	D1 potentiator	D1 antag	RXFP1 antag	TRHR agonist	D2 ag	D1 ag	TRHR PAM	D2 potentiator	D2 antagonist
COc1ccc(CCN(C)C(=O)C2CCCN(C3CCN(Cc4ccccc4)CC3)C2)cc1OC (stereo not drawn)	-12	-4	-8	-0.2	1.3	2	2	-8	-34
COC(=O)C1C(O)=C(C=NCc2ccccc2)C(=O)CC1(C)C (stereo not drawn)	2	14	-7	0.4	0.6	5	0	9	2
O=C(NCC1CCCO1)C1CCCN(S(=O)(=O)c2cccc3nsnc23)C1 (stereo not drawn)	-8	-13	-4	-0.8	-0.7	2	-3	-4	-5
CCn1c(SCc2nc3ccccc3nc2C)nnc1-c1cccs1	-4	-8	-8	0.1	0.5	6	7	5	9
Cc1nn(C(C)c2n[nH]c(=S)n2-c2ccc(F)cc2)c(C)c1[N+](=O)[O-] (stereo not drawn)	1	36	22	0.2	0.9	-2	2	15	1
Cc1ccc(C)c(N2CCN(C(=O)CCNC(=O)Cn3ccc4ccccc4c3=O)CC2)c1	-1	5	-2	-0.6	-1.3	12	8	16	-32
COc1ccc(NC(=O)CC#N)cc1OC	-7	-5	-1	1.3	-0.3	0	-3	-3	-22
Cc1cccc(C)c1NC(=O)COC(=O)c1ccccc1Nc1ccccc1	2	-8	18	35*	-0.5	3	2	11	1
O=C(CSc1ncn[nH]1)Nc1cccc2ccccc12	-6	3	0	-0.4	0.1	1	-2	7	-37
O=C(O)CSCc1ccc(Cl)cc1	-3	2	2	0.4	0.5	3	7	13	3
O=C(CSc1nc2ccccc2c(=O)n1-c1ccccc1Cl)NC1CCS(=O)(=O)C1 (stereo not drawn)	3	1	-4	-0.7	-0.2	3	-11	7	-10
COCc1ccc(O)c2ncccc12	3	1	?	0.7	0.3	1	-2	-6	16
CCOCC(=O)Nc1ccccc1C(=O)OCC	-3	0	3	-1.3	-0.5	0	-2	29	-5
CCc1ccc(C(=O)NN=C2CCCCCC2)s1	-3	23	3	0.6	1.0	3	-2	-1	17
Cc1c(C(=O)N2CCCCCC2)oc2ccccc12	-1	-13	7	0.0	0.1	5	0	-1	13
Cc1ccc2sc(C)[n+](CCCS(=O)(=O)[O-])c2c1	-14	-13	-6	0.0	-0.6	3	-9	7	1

In the list so far, these have an NH in an aromatic ring.
SMILES	D1 potentiator	D1 antag	RXFP1 antag	TRHR agonist	D2 ag	D1 ag	TRHR PAM	D2 potentiator	D2 antagonist
Cc1ccc2nc(NC(=O)C3CCN(S(=O)(=O)c4cnc[nH]4)CC3)sc2c1	6	14	.	0.0	-1.0	0	3	5	20
Cc1cnc(C(=O)N2CCc3c([nH]c4ccccc34)C2c2ccc(F)cc2)cn1 (stereo not drawn)	18	31	-12	-0.8	-0.8	2	3	9	-9
Cc1cccc(C)c1-n1c(=O)n(Cc2ccccc2)c(=O)c2[nH]cnc21	-2	-2	-2	-0.7	0.2	1	0	7	6
Cc1cc(C(=O)N/N=C/c2ccc3ccccc3c2)n[nH]1	2	3	4	-0.9	0.3	1	-1	13	-4
CCCN1CCC2(CC1)NC(C(=O)O)Cc1c2[nH]c2ccccc12 (stereo not drawn)	3	-4	0	-0.8	0.5	8	8	21	-8
COc1ccc(N2CCN(C(=O)Cn3c(=O)[nH]c4ccccc4c3=O)CC2)cc1	-2	6	.	0.4	0.5	3	1	1	-5
Cc1[nH]c2ccccc2c1C(=O)C(=O)NCc1cccs1	-1	-2	-32	0.4	0.1	1	6	-1	-3
Cc1nn(C(C)c2n[nH]c(=S)n2-c2ccc(F)cc2)c(C)c1[N+](=O)[O-] (stereo not drawn)	1	36	22	0.2	0.9	-2	2	15	1
O=C(CSc1ncn[nH]1)Nc1cccc2ccccc12	-6	3	0	-0.4	0.1	1	-2	7	-37
